Source: PubChem
Pf growth 96h – P. falciparum growth inhibition at 96 hour, primary screen for plastid delayed-death inhibitors | P. falciparum luciferase reporter growth, 96 h | actives 6.9% (n = 320,000) | AID 504834 | Potency, µM (doses to about 28.7 µM), without a hit: at the highest dose activity change, negative = inhibition, usual class: inhibitors; also: potency is read from the fitted curve at half-maximal effect; % is scaled to controls: 0 for no effect and ±100 for the full control effect
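Two-generation exposure (96 h) targets delayed-death phenotype. Reporter parasites carrying integrated firefly luciferase, in red cells at 2% hematocrit and 0.05% parasitemia final, kept at 37 C, 5% CO2; luminescence loss indicates inhibition.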
Shiga toxin inh – inhibitors of Shiga toxin in Vero cells | AID 2315 | inhibition, % at 38.7 µM | Vero cells, Shiga toxin protein synthesis inhibition reporter | actives 9.2% (n = 290,000); in the data active = inhibition mostly above about 28%, no sharp cut-off; inactive = mostly below about 43%; also: 0% is about no effect
Pf growth 48h – inhibits P. falciparum growth in the first generation, 48 h; P. falciparum luciferase growth in erythrocytes, 48 h; AID 504832; Potency, µM (doses to about 28.7 µM), for inactives: at the top dose activity change, negative = inhibition, usual class: inhibitors; actives 5.9% (n = 310,000); also: potency is read from the fitted curve at half-maximal effect; % is scaled to controls: 0 for no effect and ±100 for the full control effect
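First compound was added to culture medium, then infected red cells at 0.1% parasitemia and 2% hematocrit (final). After incubation at 37 C under 5% CO2, luciferase detection reagent was dispensed and light output recorded.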
Sm TGR block – S. mansoni TGR enzyme inhibition; purified TGR, DTNB reduction, TNB absorbance 405 nm; Potency, µM (titrated, usually from 114 µM), for inactives: at the highest dose activity change, negative = inhibition, most hits filed as inhibitors; actives 3% (n = 360,000); Q962Y6; also: potency is read from the fitted curve at half-maximal effect; % is scaled to controls: 0 for no effect and ±100 for the full control effect; nearly all actives have a fitted effect of over 60% in size
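TGR 20 nM + NADPH 100 uM (dispensed conc.), cpd preinc 15 min RT; start with NADPH (500 uM addition) then DTNB (15 mM addition). Kinetic TNB absorbance, 405 nm filter. Four-parameter Hill fit across titration.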
FBPA Giardia inh – blocks Giardia fructose-bisphosphate aldolase activity; A8B2U2; purified Giardia FBPA; Potency, µM (titrated, usually from 59.6 µM), inactives show at the top dose activity, negative = inhibition, most hits filed as inhibitors; actives 0.71% (n = 290,000); also: potency is read from the fitted curve at half-maximal effect; % is scaled to controls: 0 for no effect and ±100 for the full control effect; nearly all actives have a fitted effect of over 55% in size
Target sequence (A8B2U2 whole entry, looked up): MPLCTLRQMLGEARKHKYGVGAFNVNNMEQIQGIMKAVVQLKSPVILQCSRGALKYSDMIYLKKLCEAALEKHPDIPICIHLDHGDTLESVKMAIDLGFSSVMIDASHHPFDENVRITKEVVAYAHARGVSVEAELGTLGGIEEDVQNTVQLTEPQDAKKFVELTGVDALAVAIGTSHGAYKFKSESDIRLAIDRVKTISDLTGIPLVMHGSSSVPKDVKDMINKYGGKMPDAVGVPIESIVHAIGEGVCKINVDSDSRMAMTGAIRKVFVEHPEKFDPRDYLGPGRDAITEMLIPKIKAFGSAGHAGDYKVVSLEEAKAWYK
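40 nM FBPA preincubated 10 min at RT with compound (up to 57.5 uM final), then substrate plus GAPDH/TPI/NAD/arsenate coupling and diaphorase/resazurin added. Fluorescence read after 20 min at RT, 525/598 nm.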
Cycloheximide cs – counter-screen hit for Shiga toxin inhibitors, cycloheximide | actives 12% (n = 300,000) | cell reporter, cycloheximide protein synthesis inhibition counterscreen | max response, %; in the data active = max response mostly above about 13%, no sharp cut-off; inactive = mostly below about 14%; also: read at 38.3 µM for the half of the compounds with a filed dose; 0% is about no effect
* marks the source's active call; other numbers are inactive results; ? = inconclusive; nt = not tested or not shown; & = joins results of further samples; [ ] = dose if it differs, or a comment. Unless noted, calls follow the shape of the dose curve; as a rule, active = well fitted curve in the direction sought with a large enough effect; inconclusive = small, poorly fitted or top-dose-only effect, or another doubt; inactive = no such curve, though single readings can be large; an effect the other way counts as inactive or inconclusive. Rows were taken by chance; about 24% have a hit in one of these screens.

SMILES	Pf growth 96h	Shiga toxin inh	Pf growth 48h	Sm TGR block	FBPA Giardia inh	Cycloheximide cs
C=C(C)C1CC=C(C)/C(=N/NC(=O)c2cccs2)C1 (stereo unspecified)	85%[activator]	77*	90%[activator]	-20%	5%	22*
CCOc1ccc(C(=O)N/N=C/c2ccc(-c3ccc(S(=O)(=O)Nc4ncccn4)cc3)o2)cc1	nt	-4	?	-8%	3%	-1
Cc1nc2ccc(S(=O)(=O)N(C)CC(=O)NCc3ccc(N(C)C)cc3)cc2s1	-11%	10	?	-19%	nt	8
COc1ccccc1CN1CC(C(=O)N2CCCCCCC2)CCC1=O (stereo unspecified)	7%	-4	-6%	-16%	nt	12
c1ccc(COC2CCCN(Cc3nc(-c4cccs4)no3)C2)nc1 (stereo unspecified)	4%	18	-15%	4%	-7%	5
O=C(NC1CCCC1)c1cnc2n(c1=O)CCS2	?	3	9%	0%	-4%	-1
COc1c(Cl)cc(Cl)cc1/C=N/NC(=O)c1nnn(-c2nonc2N)c1CN1CCC(C)CC1	-12%	-3	?	-4%	-4%	-2
Cc1ccc(CN2C(=O)CCC2C(=O)NCCCN2CCC(C)CC2)cc1 (stereo unspecified)	-20%	-3	4%	2%	2%	-2
Cc1cccc(C)c1NC(=O)C1(C)c2cccc[n+]2CC(=O)N1Cc1cccs1 (stereo unspecified)	1%	19	?	-22%	-18%	-2
O=C(CCc1nnc2ccc(NCc3ccc(Cl)cc3)nn12)NC1CCCCC1	1%	-12	5%	-3%	11%	10
CCOc1cccc(C(=O)Nc2ccc3oc(-c4cccnc4)nc3c2)c1	?	2	?	12%&9%	2%	1
N#Cc1ccc(C(=O)Nc2cccc(NC(=O)c3ccco3)c2)c(F)c1	0%	5	?	nt	0%	5
COc1ccc(C(=O)Nc2nnc(-c3ccccc3)o2)cc1OC	?	11	-11%	?	?	-2
CCS(=O)(=O)c1nc2ccccc2n1CC(=O)N1CCCCC1	10µM*	-2	-9%	-3%	0%	10
O=C(CNS(=O)(=O)c1ccc(Br)cc1Cl)OCC(=O)c1ccc[nH]1	15%	nt	23%	0%	nt	nt
Clc1cccc(CN2CCSCC2)c1Cl	-93%	11	0%	18%	-29%	9
CCOc1ccc2oc(-c3ccccc3)c(C(N)=O)c2c1	0%	20	nt	2%	4%	12
Cc1ccc(N=Nc2c(O)[nH]c(=O)[nH]c2=O)c([N+](=O)[O-])c1	43%[activator]	-6	-8%	-4%	10%	1
CCc1cc(CNC(=O)CCc2nnc(Cc3cccc(C)c3)o2)on1	28%	71*	40%[activator]	-13%	1%	8
CCOc1ccc(-c2c(C)n(-c3ccc(OCC)cc3)c3[n+]2CCCCC3)cc1	?	-10	0.41µM*	?	-8%	5
CCCN(CC(=O)Nc1ccccc1OC)C(=O)Cc1ccc2c(c1)CCC2	?	nt	10µM*	-11%	nt	nt
CCOC(=O)N1CCN(CC(O)COc2ccc(C(C)C)c(C)c2)CC1 (stereo unspecified)	-5%	-14	15%	-2%	-9%	-2
COC(=O)c1cc(O)cc(OC)c1Oc1cc(C)cc(O)c1C(=O)O	-4%	1	2.6µM*	7.1µM*	?	-2
Cc1nn(Cc2ccc(Cl)cc2)c(C)c1NC(=O)/C=C/c1cnn(C)c1	?	-4	-29%	0%	2%	-2
CC(O)CN1CC(O)=C(c2nc3ccccc3s2)C1=N (stereo unspecified)	2%	21	10%	5%	2%	17*

Single records, from the list above:
Shown for `O=C(CNS(=O)(=O)c1ccc(Br)cc1Cl)OCC(=O)c1ccc[nH]1` → Pf growth 96h: 15%; Shiga toxin inh: nt; Pf growth 48h: 23%; Sm TGR block: 0%; FBPA Giardia inh: nt; Cycloheximide cs: nt
Shown for `COc1ccc(C(=O)Nc2nnc(-c3ccccc3)o2)cc1OC` → Pf growth 96h: ?; Shiga toxin inh: 11; Pf growth 48h: -11%; Sm TGR block: ?; FBPA Giardia inh: ?; Cycloheximide cs: -2

The main list resumes, repeating the 4 entries before the break.
SMILES	Pf growth 96h	Shiga toxin inh	Pf growth 48h	Sm TGR block	FBPA Giardia inh	Cycloheximide cs
CCOC(=O)N1CCN(CC(O)COc2ccc(C(C)C)c(C)c2)CC1 (stereo unspecified)	-5%	-14	15%	-2%	-9%	-2
COC(=O)c1cc(O)cc(OC)c1Oc1cc(C)cc(O)c1C(=O)O	-4%	1	2.6µM*	7.1µM*	?	-2
Cc1nn(Cc2ccc(Cl)cc2)c(C)c1NC(=O)/C=C/c1cnn(C)c1	?	-4	-29%	0%	2%	-2
CC(O)CN1CC(O)=C(c2nc3ccccc3s2)C1=N (stereo unspecified)	2%	21	10%	5%	2%	17*
O=C(Oc1cccnc1)c1cccc(Cl)c1	76%[activator]	-7	-9%	0%	1%	-3
Cn1c(=O)c2c(nc(CN3CCN(Cc4ccccc4)CC3)n2CCN2CCOCC2)n(C)c1=O	nt	-13	16%	40µM*	-3%	-4
COc1cccc(-c2ncc3ccccc3c2COC(=O)CCC(=O)O)c1	?	nt	1%	-15%	nt	nt
S=C(NCC1COc2ccccc2O1)Nc1ccc(Br)cc1 (stereo unspecified)	-3%	-6	0%	-21%	-2%	-2
CC(=O)Nc1ccc(S(=O)(=O)NC2(C(F)(F)F)C(=O)Nc3c2c(=O)[nH]c(=O)n3Cc2cccnc2)cc1 (stereo unspecified)	26%	11	27%	-1%	0%	-4
Cc1cc(OCCn2nc(C(=O)O)c3ccccc3c2=O)ccc1C(C)C	0%	-2	-7%	-2%	-11%	-4
CCCCCCOc1ccc(/C=N/NC(=O)C2CC2)cc1	12%	-7	?	0%	nt	-3
COC(=O)[C@@]1(Cc2ccccc2)[C@@H]2C(=CC(=O)[C@H]2CC(=O)C(=O)N(C)C)CN1C(=O)c1ccccc1	10µM*	-21	?	?	-9%&-2%	-7
CCOC(=O)C1=C(c2ccccc2)NC(=S)NC1C (stereo unspecified)	7%	19	?	0%	1%	-3
CC(=O)c1ccc(NC(=O)C2CCCN2S(=O)(=O)c2ccc(F)cc2)cc1 (stereo unspecified)	?	13	nt	1%	-1%	3
COc1ccc(NC(=O)CN2C(=O)COc3ccc(S(=O)(=O)N4CCOCC4)cc32)cc1	-1%	-4	8%	0%&9%	1%	-5
CCCCc1nnc(NC(=O)c2ccc(-n3cncn3)c([N+](=O)[O-])c2)s1	?	nt	-14%	3%	nt	nt
Cc1cc(C)c(C)c(S(=O)(=O)NCc2ccc(C(=O)N3CCN(C)CC3)cc2)c1C	?	-14	-42%	9%	nt	4
CC(=O)Oc1ccc2oc(C)c(C(=O)N3CCOCC3)c2c1	55%[activator]	11	40%[activator]	0%	-14%	-3
COc1ccc(OCc2nnc(SCC(=O)c3ccccc3)o2)cc1	46%[activator]	-1	-2%	nt	-6%	2
O=C(CCN1CCOCC1)NNC(=S)NC(=O)c1ccc(Br)cc1	13%	-7	?	19%	-22%	-1
CC(C)NC(=O)C1CCN(c2ccc(S(=O)(=O)N3CCOCC3)cc2Cl)CC1	?	-5	-21%	29%	2%	-5
Cc1cc(N)n2ncc(-c3ccc(Cl)cc3)c2n1	?	49*	122%[activator]	0%	3%	22*
CC1CC(C)CN(CCOc2ccc(Br)cc2)C1 (stereo unspecified)	3%	11	?	-13%	-13%	-2
O=C(Cn1cncn1)N1CCN(c2ccc(F)cc2)CC1	1%	-1	0%	2%	2%	-2
Cc1cc2cc(CCNC(=O)C3c4ccccc4Oc4ccccc43)c(=O)[nH]c2cc1C	-15%	-16	7%	-11%	1%	-5
O=C(Nc1ncc([N+](=O)[O-])s1)c1ccco1	107%[activator]	68*	163%[activator]	0%	nt	37*
COCCN(C(=O)CSc1nc2ccc(OC)cc2[nH]1)c1c(N)n(Cc2ccccc2)c(=O)[nH]c1=O	1%	nt	10%	-2%	nt	nt
COCCNC(=O)CCCCCNS(=O)(=O)c1ccc(C)cc1	0%	16	2%	-3%	5%	-3
COc1ccc(CN(Cc2cccn2C)S(=O)(=O)c2cccc(C(F)(F)F)c2)cc1	?	20	12µM*	-25%	-6%	10

Next part.
SMILES	Pf growth 96h	Shiga toxin inh	Pf growth 48h	Sm TGR block	FBPA Giardia inh	Cycloheximide cs
CCOC(=O)c1c(NC(=O)NC(C)(C)C)sc2c1CCN(C)C2	4.1µM*	-10	?	-18%	-13%	-3
CCN(C(=O)CN1C(=O)c2ccc([N+](=O)[O-])cc2C1=O)C1CCCCC1	?	-11	-4%	-12%	nt	-1
CC(=O)c1cccc(NC(=O)C(C)OC(=O)CCC2CCCCC2)c1 (stereo unspecified)	2%	nt	3%	5%	nt	nt
O=C(CCCOc1ccccc1)Nc1ncccn1	24%	38*	46%[activator]	-2%	7%	32*
CCOCC(=O)N1CCN(c2cccc(Cl)c2)CC1	53%[activator]	20	-8%	nt	0%	1
Cc1cccc(C(=O)NC(=S)NNC(=O)c2cccs2)c1	?	25*	-26%	?	?	12
CC1=Nc2cc(C(=O)O)ccc2Sc2c(C)ccc(C)c21	?	3	13%	9%	?	9
O=C(Nc1ccccc1)ON=C1CCCC1	?	39	8.3µM*	-4%	1%	23*
O=C(C1CCCO1)N1CCN(C(=S)Nc2cccc(F)c2)CC1 (stereo unspecified)	67%[activator]	-28	-6%	-7%	nt	-1
CCCCC(CC)C(=O)Nc1ccccc1C#N (stereo unspecified)	?	1	21%	10%	7%	-1
Cc1cc(C(=O)Nc2sc(C)c(C)c2C#N)c(C)o1	nt	16	28%	-3%	-1%	9
CCOC(=O)C1=C(O)/C(=C\c2cc(C)n(-c3ccccc3F)c2C)N=C1C	?	31	?	25µM*	?	20
NNc1nc(-c2ccccc2)nc2sc3c(c12)CCCC3	?	109*	?	-5%	-12%	62*
Cc1ccc2[nH]c(=O)c(CN(Cc3cccs3)S(=O)(=O)c3ccc4c(c3)OCCO4)cc2c1	28%	-13	12%	-8%	7%	-1
COc1ccc(C(=O)NC2CCCc3ccccc32)cc1S(=O)(=O)N1CCOCC1 (stereo unspecified)	-30%	-6	0%	3%	-4%	-2
CCc1ccc(OCC(=O)NNC(=O)c2cc(S(=O)(=O)N3CCOCC3)ccc2N2CCCC2)cc1	-2%	nt	?	0%	nt	nt
O=C(COc1ccc([N+](=O)[O-])cc1)Nc1ccc(C(=O)NCc2cccnc2)cc1	33%[activator]	-12	?	11%	0%	-1
COc1ccccc1N1CCN(/N=C/c2ccc(O)c(O)c2)CC1	1%	55*	19%	?	?	38*
O=C(c1ccc(S(=O)(=O)NCc2ccco2)cc1)N1CCN(Cc2ccc3c(c2)OCO3)CC1	-8%	-13	-5%	-1%	0%	7
O=C(CCCCCl)Nc1c2c(nc3ccccc13)CCC2	?	-4	76%[activator]	-14%	16%	-2
Nc1nc(NCc2ccc(Cl)cc2)nc(NCCO)c1[N+](=O)[O-]	?	-22	?	7%	0%	-2
S=C(NCCc1ccccn1)Nc1cccc(Cl)c1	27%	18	5%	-10%	-3%	10
Cc1ccccc1C(=O)NNc1ccc(-c2csnn2)cc1	13%	5	1.9µM*	-9%	3%	2
O=C(CCN1C(=O)/C(=C\C=C\c2ccccc2)SC1=S)Nc1cccc(C(=O)O)c1	?	-13	39%[activator]	-36%	-2%	-4
CCCCNC1=NCCS1	7%	-13	15%	11%	4%	-3
Cc1ccccc1C(=O)OCCCN=C1NS(=O)(=O)c2ccccc21	-28%	9	-6%	-19%	-1%	-1
COc1ccccc1NS(=O)(=O)c1cc(C(=O)NCC(c2ccc(F)cc2)N2CCOCC2)ccc1C (stereo unspecified)	?	nt	12µM*	-7%	nt	nt
Fc1ccccc1-c1nc(NCc2ccco2)c2ccccc2n1	-6%	-8	?	10%	4%	-2
Cc1cccc2cc(CN(CCCO)C(=O)Nc3ccccc3Cl)c(=O)[nH]c12	?	-23	?	0%	-3%	4
